# MC4R antag cAMP – antagonists of human melanocortin 4 receptor (MC4R). P32245. MC4R-expressing cells, MTII-stimulated cAMP, LANCE TR-FRET. inhibition, % at 6.5 µM. actives 0.48% (n = 360,000). AID 540295;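 active means inhibition above its plate's cutoff, the mean of tested wells on that plate plus 3 SD, cut at about 29% in these data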;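 further: 0% = Melanotan II alone and 100% = Melanotan II plus saturating MCL0020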
#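 Test system: U2OS cells stably expressing human melanocortin 4 receptor (MC4R); also added: Melanotan II challenge; compound: 6.5 µM single dose; timing: 30-min compound preincubation, 1-h Melanotan II challenge, 1-h detection, room temperature; signal: Eu-cAMP/anti-cAMP TR-FRET, emission 671 nm; repeats: one well per compound, no replicates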
# aDG glyco up – alpha-DG glycosylation activation; actives 0.22% (n = 360,000); AID 624168; Pro5-aDG cells, alpha-DG glycosylation AlphaScreen (IIH6); 0% Pro5, 100% B10-LARGE cell signal; activation, % at 10 µM;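 active means activation of at least 8% versus controls, or a plate z-score of at least 8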;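 further: Pro5 are CHO cells carrying HIG-tagged alpha-DG that lacks glycosylation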
# m5-HT2A agonist – agonists of mouse serotonin 5-HT2A receptor (HTR2A); P35363; CHO-K1 mHTR2A beta-arrestin complementation, luminescence; percent of 30 µM serotonin response; activation, % at 7.6 µM; actives 0.66% (n = 360,000);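 active means activation above a run cutoff, the mean activation of all tested compounds plus 3 SD, cut at about 14% in these data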;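 further: 0% = plate median of compound wells and 100% = 30 µM serotonin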
# MC4R ag barr – human MC4R agonism via beta-arrestin | P32245 | U2OS MC4R beta-arrestin complementation, luminescence; percent of melanotan II response, DMSO zero | activation, % at 8.9 µM | actives 0.98% (n = 360,000);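 active means activation above a per-plate cutoff, the mean activation of sample wells on that plate plus 3 SD, cut at about 8% in these data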
# ABHD5-PLIN5 inh – inhibitors of human ABHD5-perilipin-5 interaction. Q00G26+Q8WTS1. Split G. princeps luciferase complementation, luminescence, 4 h. inhibition, % at 4 µM. actives 0.78% (n = 360,000);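 active means inhibition above the mean inhibition across every tested compound plus 3 SD, cut at about 22% in these data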;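 further: 0% = DMSO only wells and the 100% control is not disclosed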
# hiPSC survival – increases survival of single human iPS cells. survival enhancement, % at 20 µM. hiPSC single-cell survival, ATPlite luminescence; 100% = ROCK inhibitor wells, 0% = DMSO. actives 0.044% (n = 360,000); in the data active means survival enhancement above about 18%;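 further: cells exposed to compounds for 16 hours before the ATP read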
# Granule exo inh – blocks lytic granule exocytosis. TALL-104 LAMP-1 surface exposure, flow cytometry; cells stimulated with thapsigargin and PMA. inhibition, % at 10 µM. actives 0.66% (n = 360,000);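 active means inhibition above about 55%, limit read from the data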
# Cardio protect – myocardial damage modulation in H9c2 cells; H9c2 cardiomyocytes, H2O2 injury protection, ATPLite, 2 h; protection from H2O2 cell death, % at 20 µM; actives 0.63% (n = 360,000);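 active means compounds giving at least 50% protection of heart cells from peroxide-induced death in the single-dose screen, raw or plate-pattern-corrected value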;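 further: 0% = DMSO wells with peroxide and 100% = DMSO wells without peroxide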
# ABCB6 inh MLPCN – human ABCB6 transporter inhibition; Q9NP58; AID 602162; actives 0.19% (n = 360,000); fluorescence ratio to DMSO, % at 10 µM; K562-ABCB6 porphyrin accumulation, flow cytometry, 1 h; hits give low values;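 active means fluorescence ratio to DMSO below 75%, the collection mean minus 3 SD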;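 further: signal is porphyrin accumulated inside mitochondria; 100% equals median channel fluorescence of DMSO control wells; lower ratio means ABCB6 inhibition with less porphyrin fluorescence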
# Target sequence (Q9NP58 whole entry, looked up): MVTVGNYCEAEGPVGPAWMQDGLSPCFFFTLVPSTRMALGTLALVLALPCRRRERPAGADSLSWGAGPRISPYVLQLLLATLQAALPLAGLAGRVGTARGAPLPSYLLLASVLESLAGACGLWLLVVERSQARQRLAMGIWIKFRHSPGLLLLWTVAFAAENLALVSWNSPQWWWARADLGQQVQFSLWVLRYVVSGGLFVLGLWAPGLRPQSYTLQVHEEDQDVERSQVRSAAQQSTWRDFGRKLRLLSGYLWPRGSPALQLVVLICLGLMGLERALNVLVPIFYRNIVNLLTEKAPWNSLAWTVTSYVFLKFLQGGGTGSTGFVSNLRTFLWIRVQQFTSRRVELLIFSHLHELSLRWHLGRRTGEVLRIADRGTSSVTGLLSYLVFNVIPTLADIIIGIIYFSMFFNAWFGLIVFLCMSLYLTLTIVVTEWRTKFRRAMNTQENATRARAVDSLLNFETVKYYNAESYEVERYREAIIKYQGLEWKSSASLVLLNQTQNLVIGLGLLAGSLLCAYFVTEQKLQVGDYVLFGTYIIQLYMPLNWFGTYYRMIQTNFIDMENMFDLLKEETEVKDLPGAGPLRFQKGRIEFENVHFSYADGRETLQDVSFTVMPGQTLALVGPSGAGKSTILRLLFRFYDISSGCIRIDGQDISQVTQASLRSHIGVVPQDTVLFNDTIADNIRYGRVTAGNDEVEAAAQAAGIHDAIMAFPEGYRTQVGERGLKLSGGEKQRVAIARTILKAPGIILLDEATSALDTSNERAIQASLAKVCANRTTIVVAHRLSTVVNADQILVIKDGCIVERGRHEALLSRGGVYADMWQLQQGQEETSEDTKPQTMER
# N-glyco inh – blocks N-linked glycosylation in D54 reporter cells. D54 ERlucT glycosylation luciferase reporter, 24 h; percent of 100 nM tunicamycin response. reporter increase, % at 12.5 µM. actives 0.23% (n = 360,000). AID 588692;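 active means mean luciferase reporter signal, scaled so untreated is 0 and the glycosylation-blocking control 100, at or above a set limit in every replicate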;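 further: luciferase carries N-glycosylation sites so blocking glycosylation raises the light; 0% = median of neutral control wells and 100% = median of 100 nM tunicamycin wells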
# * = called active by the depositor; x = no result given.
SMILES,MC4R antag cAMP,aDG glyco up,m5-HT2A agonist,MC4R ag barr,ABHD5-PLIN5 inh,hiPSC survival,Granule exo inh,Cardio protect,ABCB6 inh MLPCN,N-glyco inh
COc1ccc(Br)c(/C=N/NC(=O)COc2ccc(-c3ccccc3)cc2)c1,2,-0.2,2,0.7,2,9.4,1,-13,99,1
Cc1ccc(C(=O)C(C)OC(=O)C2CCN(c3ccc(C(F)(F)F)cn3)CC2)cc1C (stereo not drawn),1,0.4,1,-2.7,-4,1.4,14,-8,94,-2
O=c1c(-c2ccco2)nc2ccccc2n1C(c1ccccc1)c1nc2ccccc2[nH]1 (stereo not drawn),x,0.1,-2,x,36*,x,-1,x,x,x
CCCn1c(C(C)NC(C)=O)nc2ccccc21 (stereo not drawn),12,0.1,0,-0.8,-12,-0.8,-2,-13,103,2
Cc1ccc(-n2ncc3c(=O)n(CC(N)=O)cnc32)cc1C,7,-0.2,2,-1.3,1,-0.6,-3,-7,99,0
CCCCNc1c(-c2cc3ccccc3o2)nc2nc(C)cc(C)n12,x,0.0,18*,x,-4,-0.5,-1,x,660,x
O=C(COc1ccc(Cl)cc1Cl)N(C1CCCCC1)C1CCS(=O)(=O)C1 (stereo not drawn),4,0.2,-4,0.9,-5,-0.5,-2,-10,98,-3
Cc1ccc2c(c1)nnn2C1CCN(CC(=O)NCc2ccccc2F)CC1,11,-0.1,-1,-1.4,-9,-0.2,-2,5,103,1
Cc1ccccc1-n1nc2c(c1NC(=O)c1cccs1)CS(=O)(=O)C2,16,-0.2,-2,-1.6,1,-0.5,-1,0,99,-2
COc1cccc(NC(=O)CN2C(=O)c3cccnc3Oc3ccc(Cl)cc32)c1,9,-0.1,4,-1.5,2,1.1,8,14,108,-3
CC1=C(C(=O)OC2CCCCC2)C(c2ccc(C)o2)C2=C(CC(C)(C)CC2=O)N1 (stereo not drawn),18,0.1,0,3.1,7,-0.7,2,-3,98,-6
O=S(=O)(Cc1ccccc1Cl)c1ncn[nH]1,7,-0.1,5,1.7,2,-0.2,0,3,99,-1
CCOC(=O)CSc1cc(CSc2ccccc2)nc(-c2ccccc2)n1,9,-0.2,5,1.7,-6,-0.3,-1,-7,98,0
Cc1noc(C)c1C(=O)Nc1nc2ccc(Cl)cc2s1,9,0.3,1,-1.3,-3,-0.1,1,-17,95,1
CCOC(=O)c1cc(-c2cc(OC)c(OC)c(OC)c2)nc2c1c(=O)[nH]c(=O)n2Cc1ccccc1,9,-0.3,3,-2.8,-10,0.1,-1,41,102,10
CC(C)(C)CN1CCN(CCCc2ccccc2)C(CCO)C1 (stereo not drawn),2,0.2,-4,-0.2,-10,-0.7,29,-5,97,-1
CCc1nc2n[nH]c(N)c2c2c1CSC(C)(C)C2,-8,-0.1,6,-1.0,0,-1.8,1,1,98,-2
NS(=O)(=O)c1ccc(NC(CNS(=O)(=O)c2ccccc2)c2ccccc2)cc1 (stereo not drawn),-1,-0.2,-3,-0.4,-3,0.1,-2,-4,101,-4
O=C(Nc1ccc(Cl)cn1)C1CCCN1S(=O)(=O)c1ccc(Cl)cc1 (stereo not drawn),10,0.3,4,-1.1,1,-0.4,-2,-2,94,-3
Cc1ccc(Nc2nc(CSc3nnc(-c4ccccc4)n3C)cs2)cc1,9,0.2,0,-2.4,-7,-3.6,-3,-17,100,0
CCOc1cc(C(=O)NCCN2C(=O)S/C(=C\c3cccnc3)C2=O)cc(OCC)c1OCC,-1,-0.6,-4,-0.2,-3,-0.2,20,14,96,1
CSc1cccc(NS(=O)(=O)c2ccc(C(C)=O)cc2)c1,-1,0.0,4,2.7,0,0.6,-1,-22,99,-1
O=C(Nc1ccc(NC(=O)c2ccco2)c(Cl)c1)c1cccc([N+](=O)[O-])c1,3,-0.3,3,2.7,-9,2.2,3,0,99,-1
O=C(CCC(=O)NNC(=O)Nc1ccc(Cl)cc1)NCc1ccccc1,4,0.2,0,-2.6,3,2.0,0,-4,101,-1
O=C(NCc1cccc(Cl)c1)C1CCC(=O)N(CCCN2CCOCC2)C1 (stereo not drawn),-1,0.0,4,0.2,7,0.2,-2,-3,101,1

# In the list so far, 7 have four or more nitrogen atoms:
SMILES,MC4R antag cAMP,aDG glyco up,m5-HT2A agonist,MC4R ag barr,ABHD5-PLIN5 inh,hiPSC survival,Granule exo inh,Cardio protect,ABCB6 inh MLPCN,N-glyco inh
O=c1c(-c2ccco2)nc2ccccc2n1C(c1ccccc1)c1nc2ccccc2[nH]1 (stereo not drawn),x,0.1,-2,x,36*,x,-1,x,x,x
Cc1ccc(-n2ncc3c(=O)n(CC(N)=O)cnc32)cc1C,7,-0.2,2,-1.3,1,-0.6,-3,-7,99,0
CCCCNc1c(-c2cc3ccccc3o2)nc2nc(C)cc(C)n12,x,0.0,18*,x,-4,-0.5,-1,x,660,x
Cc1ccc2c(c1)nnn2C1CCN(CC(=O)NCc2ccccc2F)CC1,11,-0.1,-1,-1.4,-9,-0.2,-2,5,103,1
CCc1nc2n[nH]c(N)c2c2c1CSC(C)(C)C2,-8,-0.1,6,-1.0,0,-1.8,1,1,98,-2
Cc1ccc(Nc2nc(CSc3nnc(-c4ccccc4)n3C)cs2)cc1,9,0.2,0,-2.4,-7,-3.6,-3,-17,100,0
O=C(CCC(=O)NNC(=O)Nc1ccc(Cl)cc1)NCc1ccccc1,4,0.2,0,-2.6,3,2.0,0,-4,101,-1

# New compounds follow:
SMILES,MC4R antag cAMP,aDG glyco up,m5-HT2A agonist,MC4R ag barr,ABHD5-PLIN5 inh,hiPSC survival,Granule exo inh,Cardio protect,ABCB6 inh MLPCN,N-glyco inh
CC1=CC(=O)C=C(C)C1=NOc1ccc([N+](=O)[O-])cc1,4,-0.2,1,1.4,-4,-1.1,3,-9,104,1
O=C(CCn1nc(-c2ccccc2)ccc1=O)N1CCCC1,8,0.0,2,1.0,1,-2.3,-1,-1,96,0
CC(=O)c1ccc(NC(=O)C(C)NCc2ccccc2Cl)cc1 (stereo not drawn),1,0.5,-1,0.5,13,0.1,-6,-1,90,2
CCn1c(SCC(=O)Nc2nc(C)c(C)s2)nc2cccnc21,8,-0.2,1,-2.2,1,-1.0,0,0,84,2
Cc1c(C(=O)N2c3ccccc3CC2C)oc2ccccc12 (stereo not drawn),6,0.1,-5,-1.5,-19,-0.5,0,-15,91,-2
CC(=O)Nc1nc(SCc2ccc(Cl)cc2Cl)n[nH]1,0,0.3,8,-1.2,2,0.5,-1,1,98,1
Cc1cc(O)c(C(C)C)cc1NC(=O)Cn1nc(C)c2ccccc2c1=O,5,0.2,2,-1.6,2,0.7,-4,15,74*,-1
O=C(c1cccn(Cc2cccc(Cl)c2)c1=O)N1CCOCC1,9,0.0,-4,-1.4,-4,-0.6,-1,-4,101,3
O=C(Nc1cccc(Cl)c1)C1C2C=CC3(O2)C1C(=O)N(CCN1CCCCC1)C3C(=O)NC1CCCCC1 (stereo not drawn),9,0.0,-10,0.2,-2,-0.1,25,5,102,-4
CCCc1nc2ccc(NC(=O)c3cccs3)cc2c(=O)n1Cc1ccccc1Cl,13,0.5,-3,0.6,2,0.6,7,-4,93,-5
NCCCn1cnc2ccccc21,2,-0.3,4,-3.9,4,1.2,4,3,101,4
CC(=O)Nc1ccc(NC(=O)C(C)OC(=O)CCCOc2ccc(Cl)c(C)c2)cc1 (stereo not drawn),8,-0.1,5,-2.0,8,0.2,2,1,102,0
CCn1c(=O)cc(OCC(=O)N2CCCCCC2)c2ccccc21,5,-0.2,-3,1.3,0,11,-2,5,100,5
CCN(C(=S)NC(=O)c1ccco1)c1cccc2ccccc12,7,0.4,-2,0.2,-12,0.1,5,-4,97,3
O=C(c1ccc(Cl)cc1)N1CCN(S(=O)(=O)/C=C/c2ccccc2)CC1,11,0.7,6,-2.4,-10,-0.4,0,-5,98,0
CCC(C(=O)NC1CCCC1)n1c(-c2cc3ccccc3[nH]2)nc2ccccc21 (stereo not drawn),x,0.0,-6,x,0,x,-3,x,x,x
Cc1cc(C)c2c(N)c(C(=O)NCc3ccco3)sc2n1,-1,0.9,-3,-0.5,7,-2.7,-5,-2,96,0
CC(C)[C@H]1COCCS(=O)(=O)N1Cc1ccccc1-c1ccc(F)cc1,6,-0.1,-2,-0.7,7,-2.2,-2,-2,100,-2
OC(c1ccc(F)c(F)c1)c1ncc(-c2ccc(F)cc2)[nH]1 (stereo not drawn),6,0.6,4,0.8,-11,3.0,-2,-17,97,-1
CC1(C(=O)NS(=O)(=O)C2CC2)CCCN(C(=O)c2cccc(OC(F)(F)F)c2)C1 (stereo not drawn),12,0.2,0,0.4,0,3.8,6,6,102,1
O=C(NCc1ccc(Cl)cc1)c1ccncc1,4,0.0,4,-1.8,4,-0.7,1,-3,97,-1
CC(=O)c1cccc(CN2CCCC(C(=O)Nc3cccc(-n4cccn4)c3)C2)c1 (stereo not drawn),14,-0.2,-13,-0.8,-2,0.4,1,-1,97,0
COc1ccc(C2CC(c3cccc(C)c3)n3ncnc3N2)cc1 (stereo not drawn),10,0.0,2,-1.3,-3,-2.2,-2,-2,95,-1
CONC(=O)Nc1ccccc1[N+](=O)[O-],26,-0.2,-2,1.2,-3,1.2,2,13,88,3
COc1ccc(N(CC(=O)Nc2ccccc2C)S(=O)(=O)c2c(C)[nH]c(=O)[nH]c2=O)cc1,6,-0.1,-2,-1.7,-3,-0.1,0,14,97,0
# New compounds follow:
SMILES,MC4R antag cAMP,aDG glyco up,m5-HT2A agonist,MC4R ag barr,ABHD5-PLIN5 inh,hiPSC survival,Granule exo inh,Cardio protect,ABCB6 inh MLPCN,N-glyco inh
COC(=O)c1ccc(CSc2cc(C)c3ccccc3n2)o1,2,0.0,4,-3.1,-1,-0.3,5,-4,99,2
CC1=NN(c2ccccc2)C(=O)/C1=C\c1cn(-c2ccccc2)nc1C,28*,0.6,1,3.5,0,7.6,-1,0,92,0
O=C(CSc1ccncc1)Nc1ccc(S(=O)(=O)Nc2nccs2)cc1,-2,0.1,1,-1.0,-8,-0.1,2,18,99,1
COC(=O)c1cc2occc2n1CC(=O)Nc1ccc(C)cc1C,13,0.1,-2,-1.9,5,1.4,-2,4,100,1
O=C(C1CCN(Cc2ccccc2)CC1)N1CCCC1,-1,0.1,0,-2.5,-3,0.6,0,1,89,0
COc1cc(C(=O)O/N=C(\N)c2ccccn2)cc(OC)c1OC,2,0.9,-3,-1.7,-1,0.5,-4,-3,88,2
CCCC(C)NC(=S)Nc1cc(C)cc(C)c1 (stereo not drawn),1,0.5,14,0.8,1,1.2,-2,-2,94,4
CCOC(=O)N1CCN(c2ncnc3c2[nH]c2ccc(F)cc23)CC1,12,5.9*,7,-2.5,5,5.2,2,-24,109,-1

# Assay outcomes as filed in PubChem.
